# GDH-TPI inh: inhibits GDH-TPI coupling enzymes, artifact for Mtb FBA screen | hit rate 1.2% among 360,000 | GDH-TPI coupled enzyme counterscreen, NADH absorbance | inhibition, % at 4.8 µM; in the data active = inhibition above about 30%;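 note: 0% = DMSO wells and 100% = wells lacking the enzyme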
# BoNT-F LC inh: blocks Botulinum neurotoxin F light chain protease | Multiplex microsphere protease cleavage assay, flow cytometry | inhibition, % at 10 µM | hit rate 0.22% among 360,000; in the data active = inhibition above about 35%, passing the limit was not always enough; inconclusive = no clear call, values can overlap the other calls; note: plate controls were buffer without enzyme for full effect and enzyme alone for no effect
# Anthrax LF inh2: anthrax lethal factor protease inhibition. multiplex microsphere protease cleavage assay, LF. inhibition, % at 10 µM. hit rate 0.12% among 360,000. AID 588501; note: plate controls were buffer without enzyme for full effect and enzyme alone for no effect
# BoNT A protease: inhibitors of Botulinum neurotoxin A light chain protease; hit rate 0.17% among 360,000; multiplex microsphere protease substrate cleavage, flow cytometry; AID 588499; inhibition, % at 10 µM; note: plate controls were buffer without enzyme for full effect and enzyme alone for no effect
# Mtb UGM inh: inhibitors of M. tuberculosis UDP-galactopyranose mutase; inhibition, % at 10 µM; hit rate 0.06% among 320,000; purified UGM, fluorescence polarization probe displacement; in the data active = inhibition above about 10%, passing the limit was not always enough; inconclusive = no clear call, values can overlap the other calls
# Target sequence (P9WIQ1 whole entry, looked up): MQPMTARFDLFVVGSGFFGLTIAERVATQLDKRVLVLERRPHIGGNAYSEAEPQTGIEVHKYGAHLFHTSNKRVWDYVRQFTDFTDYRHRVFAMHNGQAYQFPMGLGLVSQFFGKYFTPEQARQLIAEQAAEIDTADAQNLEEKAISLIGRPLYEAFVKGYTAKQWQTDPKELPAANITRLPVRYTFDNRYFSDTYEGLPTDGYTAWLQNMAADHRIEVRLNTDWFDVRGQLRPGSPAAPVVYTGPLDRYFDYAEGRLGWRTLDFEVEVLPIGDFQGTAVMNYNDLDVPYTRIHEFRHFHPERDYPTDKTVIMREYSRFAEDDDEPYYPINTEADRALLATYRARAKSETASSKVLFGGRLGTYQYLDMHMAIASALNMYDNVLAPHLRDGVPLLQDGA
# Mtb BioA inh: blocks M. tuberculosis BioA enzyme activity; purified M. tuberculosis BioA enzyme, plate reader; inhibition, % at 9.99 µM; hit rate 0.096% among 360,000; AID 602481; in the data active = inhibition above about 40%; inconclusive = no clear call, values can overlap the other calls
# Mtb FBA inh: Mtb fructose-bisphosphate aldolase inhibition | purified M. tuberculosis FBA, fluorescence read-out | inhibition, % at 1 µM | hit rate 2.3% among 360,000 | AID 588726; in the data active = inhibition above about 27%;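 note: 0% = vehicle and 100% = reference inhibitor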
# Target sequence (P9WQA3 whole entry, looked up): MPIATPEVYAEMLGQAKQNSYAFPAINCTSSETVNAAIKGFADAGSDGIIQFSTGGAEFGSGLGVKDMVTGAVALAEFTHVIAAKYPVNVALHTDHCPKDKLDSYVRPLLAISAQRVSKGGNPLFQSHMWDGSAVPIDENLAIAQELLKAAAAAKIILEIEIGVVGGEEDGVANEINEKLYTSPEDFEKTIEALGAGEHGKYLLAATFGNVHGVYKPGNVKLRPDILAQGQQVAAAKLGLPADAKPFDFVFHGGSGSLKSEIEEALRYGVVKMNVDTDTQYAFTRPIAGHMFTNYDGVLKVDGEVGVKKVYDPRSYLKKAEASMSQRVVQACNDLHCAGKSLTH
# PfHsp40 yeast: compounds rescuing yeast from Plasmodium falciparum HSP40 toxicity | hit rate 0.68% among 340,000 | S. cerevisiae expressing PfHsp40, growth rescue, ATP luminescence | growth rescue, % at 12.5 µM; in the data active = growth rescue above about 28%, passing the limit was not always enough; inconclusive = no clear call, values can overlap the other calls;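 note: yeast W303a lacking pdr1 and pdr3 grown in galactose medium; growth measured after three days at 30 °C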
# FadD28 binding: inhibitors of Mycobacterium tuberculosis FadD28 bisubstrate binding; hit rate 0.22% among 360,000; FadD28 bisubstrate probe binding, fluorescence polarization; inhibition, % at 12.5 µM; in the data active = inhibition above about 8.5%, passing the limit was not always enough; inconclusive = no clear call, values can overlap the other calls
# * hit, by the source's call; u = inconclusive; x = not tested or not shown; & = joins results of further samples. Cut-off read from the data, not from the text of the source, unless noted: active = inhibition above about 30%; inconclusive = no clear call, values can overlap the other calls; inactive = below that.
# A first look (three entries):
SMILES	GDH-TPI inh	BoNT-F LC inh	Anthrax LF inh2	BoNT A protease	Mtb UGM inh	Mtb BioA inh	Mtb FBA inh	PfHsp40 yeast	FadD28 binding
COc1ccc(OC/C(O)=C(\C#N)c2nc3ccccc3[nH]2)cc1	10	-15	2	-0.5	3.7	-2.0	0	0.3	-1.5
COCCNC(=O)C(c1cccnc1)N(Cc1ccccc1)C(=O)Cn1nnc2ccccc21 (stereo unspecified)	-3	-5	0	-0.4	0.0	x	6	-0.2	1.0
Cc1ccsc1C(=O)N/N=C/c1ccc([N+](=O)[O-])cc1	21	-2	1	0.5	-1.9	x	1	0.1	-1.2

# Results, from the first entry:
SMILES	GDH-TPI inh	BoNT-F LC inh	Anthrax LF inh2	BoNT A protease	Mtb UGM inh	Mtb BioA inh	Mtb FBA inh	PfHsp40 yeast	FadD28 binding
COc1ccc(OC/C(O)=C(\C#N)c2nc3ccccc3[nH]2)cc1	10	-15	2	-0.5	3.7	-2.0	0	0.3	-1.5
COCCNC(=O)C(c1cccnc1)N(Cc1ccccc1)C(=O)Cn1nnc2ccccc21 (stereo unspecified)	-3	-5	0	-0.4	0.0	x	6	-0.2	1.0
Cc1ccsc1C(=O)N/N=C/c1ccc([N+](=O)[O-])cc1	21	-2	1	0.5	-1.9	x	1	0.1	-1.2
COc1ccc(CN2CCN(C3CCOCC3)CC2CCO)c(C)c1C (stereo unspecified)	5	-7	-3	0.0	-1.3	-2.8	-1	-0.2	-2.5
CN(CC(=O)Nc1ccccc1F)Cc1cccs1	4	-26	-9	-3.6	1.3	x	-2	-0.6	-1.2
COc1ccccc1C(=O)NCC(=O)NCCC(c1ccccc1)c1ccccc1	4	-8	0	-0.9	0.6	3.5	4	1.0	-1.1
Cc1cccc(-c2ncc(CN3CCN(CCC(C)C)C(CCO)C3)cn2)c1 (stereo unspecified)	3	0	-4	-1.1	-0.4	x	1	-0.9	-4.3
Cc1ccc(NC(=O)COc2cccnc2[N+](=O)[O-])cc1S(=O)(=O)N1CCOCC1	3	0	-2	0.2	-0.3	13	0	-1.3	-4.0
Cc1nc(SCC(N)=O)c(C#N)c(C)c1C	-3	u	-18	-3.3	7.4	-2.1	2	-0.3	-0.9
COc1ccc(NC(=O)CNc2cccc(C#N)c2)cc1Cl	-3	u	1	1.1	-0.7	0.5	1	3.8	-4.5
CC(CCc1ccco1)NC(=O)Cn1nc(Cc2ccncc2)c2ccccc2c1=O (stereo unspecified)	6	10	-2	0.5	0.3	0.3	4	1.4	-0.7
Cc1ccc(OCc2ccoc2C(=O)O)cc1C	-10	6	1	0.3	0.9	-0.6	-18	0.1	-1.5
Oc1ccccc1Cn1c(-c2ccccc2O)nc2ccccc21	4	-8	4	1.3	-2.0	-1.4	15	-0.6	-22
Cc1c(NC(=O)c2cc3nc(-c4ccccc4)cc(C)n3n2)c(=O)n(-c2ccccc2)n1C	1	12	2	0.4	-2.2	3.7	4	0.9	-1.0
Cc1c(-n2c(SCC(=O)NC(C)C)nc3ccccc3c2=O)c(=O)n(-c2ccccc2)n1C	6	4	-1	0.2	0.0	x	3	0.6	-1.8
COc1ccc(CSCC(=O)Nc2ccccc2)cc1[N+](=O)[O-]	2	-5	-5	1.8	1.8	1.7	2	0.1	1.1
COc1ccccc1Nc1nnc(SCC(=O)Nc2nc(-c3ccc(F)cc3)cs2)s1	8	-3	1	0.1	-0.9	x	3	-0.9	-0.4
Cc1ccc(S(=O)(=O)NNC(=O)NC23CC4CC(CC(C4)C2)C3)cc1	9	-6	1	-1.5	2.6	x	2	-0.4	-0.4
CCCCNc1c(NC(C)=O)c(=O)oc2ccccc12	4	-1	-2	0.1	-0.1	x	-4	-0.6	0.5
COC(=O)CSc1nc2nc(C)cc(C)n2n1	-13	3	-4	-0.8	-0.5	-0.8	7	-0.2	2.4
CNc1ccc(Br)cc(C(=O)/C=C/c2cccc(Cl)c2Cl)c1=O	3	-2	7	17	x	x	-1	10	0.0
CC(=O)N1CCN(c2ccc(NCc3ccc4c(c3)OCO4)cc2)CC1	10	-67	-8	1.9	0.2	1.0	0	-1.1	0.3
O=[N+]([O-])c1ccc(NC(=S)NCCc2ccc(Cl)cc2)cc1	14	11	-6	-0.5	1.9	x	-5	0.2	-3.9
CCN1C(=S)SC(=O)C1=C1C=C(C)N(CCO)C(C)=C1	2	4	-2	-1.3	-2.9	-1.5	-25	-1.0	1.2
NC(=O)C1CCN(C(=O)CSc2nc3ccccc3s2)CC1	2	-4	2	0.3	-1.3	1.5	2	0.2	0.5
Cc1ccc2occ(C3N[C@H](C(=O)O)CS3)c(=O)c2c1 (stereo partly specified)	10	-9	-4	0.2	0.8	0.5	1	-0.4	-0.2
COc1cc2c(cc1OC)CN(S(=O)(=O)c1cccs1)CC2	-3	-12	-2	-0.6	0.7	x	-2	-0.7	-1.1
COc1ccc(-c2c(C#Cc3ccsc3)c3cc(-c4ccc(OC)nc4)ccc3n2C)cc1	-7	-2	0	-0.2	-0.1	-2.0	1	4.1	-4.7
Cc1cc2ncc(-c3ncc(C(F)(F)F)cc3Cl)cn2n1	5	-5	-3	-0.6	3.0	2.4	2	-0.1	-2.8
O=C(C1COc2ccccc2O1)N1CCN(c2nc3ccc([N+](=O)[O-])cc3s2)CC1 (stereo unspecified)	7	-2	-1	2.1	-1.0	0.3	0	1.5	-1.2
Cc1nc2ccc(C(=O)OCc3ccccc3Br)cc2nc1C	0	-2	-3	-0.1	0.4	-1.3	-1	-0.9	-0.1
CCc1nnc(NS(=O)(=O)c2ccc(N/C=C\C(=O)c3ccc4ccccc4c3)cc2)s1	10	-16	-3	1.8	1.4	0.5	7	-0.7	-2.1
CCOc1ccc(C2/C(=C(/O)c3ccc4c(c3)CC(C)O4)C(=O)C(=O)N2CCCn2ccnc2)cc1OCC (stereo unspecified)	5	2	1	0.0	-0.5	14	-3	0.9	-3.1
CC(Oc1ccccc1)C(=O)N=Nc1c(O)[nH]c2ccc([N+](=O)[O-])cc12 (stereo unspecified)	29	0	2	0.2	0.5	x	-4	-0.6	-2.3
COc1ccc(CN2CCC(Oc3cc(C(=O)NC4CC4)ccc3OC)CC2)c(O)c1	4	-5	-4	-1.7	-1.3	1.2	3	-0.5	0.8
CC1Cc2ccccc2N1C(=O)CSc1nc(-c2ccco2)cc(C(F)(F)F)n1 (stereo unspecified)	-4	-4	-4	-0.5	1.4	0.5	0	-0.1	-1.2
Cc1c(Cl)c([N+](=O)[O-])nn1CCCC(=O)Nc1ccc(Cl)cc1Cl	23	6	0	0.8	2.4	-0.5	-2	-0.5	-0.8
Cc1ccc(S(=O)(=O)N2[C@@H](c3ccc(Br)cc3)C(C(=O)O)=CC[C@H]2c2ccc(C(C)C)cc2)cc1	7	-7	5	-0.5	-1.0	4.0	-2	-0.2	-9.8
Cc1ccc(S(=O)(=O)Nc2ccc3c(c2)CC(=O)N([C@H](C)CO)C[C@H](C)[C@H](CN(C)Cc2ccc4c(c2)OCO4)O3)cc1	3	1	-6	0.0	0.7	-1.1&-1.9	1	2.0	-6.1
COc1ccc(Br)cc1CN(C)CC(=O)Nc1cccc(S(=O)(=O)N2CCCC2)c1	3	2	7	1.0	1.4	0.5	5	1.1	-0.9
CCOC(=O)c1cc2c(n(-c3ccc(C)cc3)c1=O)CCCC2=O	24	-1	0	0.5	-4.5	11	4	-0.3	0.5
Cc1[nH]c2ccc(C(=O)NCc3ccccn3)cc2c1C	9	-1	1	1.4	-0.8	0.1	7	1.5	-1.3
O=c1[nH]ncc(NCCCO)c1Cl	10	4	0	-0.6	0.9	-1.6	2	-2.1	0.4
O=C(O)c1cccc(-n2cccc2/C=C2/NC(=O)N(c3cccc(Cl)c3)C2=O)c1	10	-4	-6	-0.8	1.7	x	5	0.2	2.5
COc1ccc(CNC(=O)[C@@H](NC(=O)C2CCN(C(=O)[C@@H]3CCCN3C(=O)OC(C)(C)C)CC2)C(C)C)cc1	0	8	-1	0.6	0.0	-1.9	8	-0.8	-0.7
O=C(CSc1nccc(=O)[nH]1)Nc1ccc(N2CCOCC2)c(Cl)c1	-4	0	8	-0.8	2.1	x	-1	-0.5	x
COc1ccc2c(ccc[n+]2[O-])c1	2	-5	3	-0.4	x	-0.6	3	0.5	-0.8
CCc1ccccc1N(CC(=O)NCc1ccco1)C(=O)CCC(=O)Nc1nccs1	-5	-10	-7	-2.4	1.4	-1.2	-6	-0.5	-3.6
CCOC(=O)c1oc2c(c1C)C(=O)CCC2	1	-3	-1	-0.1	0.4	-1.3	-1	-0.6	-1.3
CSc1ccc(CNCc2ccco2)cc1	3	-29	-12	0.6	-1.1	2.3	0	-0.8	-0.3

# Sorted by length of the SMILES (descending): some entries from above
SMILES	GDH-TPI inh	BoNT-F LC inh	Anthrax LF inh2	BoNT A protease	Mtb UGM inh	Mtb BioA inh	Mtb FBA inh	PfHsp40 yeast	FadD28 binding
O=C(O)c1cccc(-n2cccc2/C=C2/NC(=O)N(c3cccc(Cl)c3)C2=O)c1	10	-4	-6	-0.8	1.7	x	5	0.2	2.5
CCOC(=O)c1cc2c(n(-c3ccc(C)cc3)c1=O)CCCC2=O	24	-1	0	0.5	-4.5	11	4	-0.3	0.5
O=c1[nH]ncc(NCCCO)c1Cl	10	4	0	-0.6	0.9	-1.6	2	-2.1	0.4

# Carrying on.
# The line under a structure holds: GDH-TPI inh, BoNT-F LC inh, Anthrax LF inh2, BoNT A protease, Mtb UGM inh, Mtb BioA inh, Mtb FBA inh, PfHsp40 yeast, FadD28 binding
CC(C)N(C(=O)CSc1nc2ccccc2c(=O)[nH]1)C(C)C
  2, -4, 0, -1.5, 2.8, x, 1, 0.8, -4.2
CCOc1ccccc1CN1CCN(Cc2cc(=O)c3ccccc3[nH]2)CC1CCO (stereo unspecified)
  1, -14, -13, -1.3, -1.3, 0.3, 1, 2.3, -1.6
Cc1ccccc1S(=O)(=O)N1[C@@H](c2cccc(Cl)c2)C(C(=O)O)=CC[C@H]1c1ccc(Cl)cc1
  6, -2, -14, -0.2, -1.1, 5.6, 5, 8.0, -2.4
COc1ccc(C(=O)O/N=C(\N)c2ccc(Br)cc2)cc1
  5, 2, 3, 1.2, -1.5, -2.0, -2, -0.7, -1.6
Cc1ccc(C(C)C)c(OCC(=O)N/N=C/c2ccc(S(=O)(=O)O)o2)c1
  -1, -9, -6, -1.8, 0.9, x, 0, 1.9, -1.6
O=C(Cn1c(-c2cscn2)nc2ccccc21)Nc1ccc(Cl)cc1
  4, -3, -2, -0.4, -0.6, -1.6, 0, 0.9, 0.5
CSCCC(NC(=O)COc1ccccc1)C(=O)NCCOc1ccc(C)cc1 (stereo unspecified)
  6, 1, 0, 0.1, -2.2, 0.5, 1, 0.1, -0.7
CCCCn1c(N)c(N(CCOC)C(=O)c2cc(Cl)nc3ccccc23)c(=O)[nH]c1=O
  10, -23, -8, -5.7, 0.4, 0.1, 2, 0.8, -1.8
O=C(CC1C(=O)NCCN1Cc1ccccc1)NC1CCCCC1 (stereo unspecified)
  -8, -7, 6, 0.5, x, -0.7, 0, x, -1.0
O=[N+]([O-])c1cccc(NC(=S)N2CCN(c3ccccn3)CC2)c1
  4, -4, -1, -1.2, -1.4, -1.1, -2, -0.6, -0.9
Cc1cc(S(=O)(=O)NCc2ccccc2)ccc1OCC(=O)NCc1ccccn1
  -2, 9, -11, -2.6, 2.9, 4.1, -2, 0.4, -3.3
Cc1ccc(N2CCN(/N=C/c3ccccc3[N+](=O)[O-])CC2)cc1
  5, -9, -5, 0.6, 0.5, -0.9, 0, 0.9, 0.4

# Screening data as filed in PubChem BioAssay.
